Bioassay records (PubChem BioAssay)
PTHR1 ag: qHTS for PTHR1 Agonists: Primary Screen; HEK293 GP2 PTHR1 cells, GloSensor cAMP luminescence, 1 h; AID 743266, 2014; hit rate 0.075% among 410,000; Potency, µM (series often up to 115 µM), for the others: at the top dose activation, hits mostly activators; Parathyroid hormone/parathyroid hormone-related peptide receptor (Homo sapiens), Q03431; active = well fitted activation curve with a large enough effect; inconclusive = small, poorly fitted or top-dose-only effect, or another doubt; inactive = no such curve, though single readings can be large or run the other way; note: potency is the fitted concentration of half-maximal effect; nearly all actives have a fitted effect of over 55% in size; some results filed as inactive show a strong effect at the top dose; inactives centre near -15; many of its hits are not listed in these tables
Target sequence (Q03431 whole entry, looked up): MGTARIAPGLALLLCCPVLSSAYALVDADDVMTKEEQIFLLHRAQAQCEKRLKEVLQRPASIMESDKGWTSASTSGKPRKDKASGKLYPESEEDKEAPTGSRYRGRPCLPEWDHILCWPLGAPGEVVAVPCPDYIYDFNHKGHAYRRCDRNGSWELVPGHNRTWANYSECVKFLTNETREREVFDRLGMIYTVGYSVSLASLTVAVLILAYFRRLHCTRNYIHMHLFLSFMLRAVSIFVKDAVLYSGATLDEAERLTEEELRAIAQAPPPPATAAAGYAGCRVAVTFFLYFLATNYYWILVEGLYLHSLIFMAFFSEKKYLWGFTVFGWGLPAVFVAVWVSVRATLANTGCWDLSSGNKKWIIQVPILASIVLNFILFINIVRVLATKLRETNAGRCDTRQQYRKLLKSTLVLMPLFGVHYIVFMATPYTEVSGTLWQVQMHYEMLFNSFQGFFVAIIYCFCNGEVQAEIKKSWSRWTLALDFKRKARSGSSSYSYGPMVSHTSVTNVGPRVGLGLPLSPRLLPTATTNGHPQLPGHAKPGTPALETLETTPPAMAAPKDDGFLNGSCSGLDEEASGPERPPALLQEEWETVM
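HEK-293-derived GP2 cells expressing PTHR1 and a GloSensor cAMP reporter, 3,000/well, plated overnight, given luciferin plus IBMX (each 0.5 mM as added) for 1 h at 37 °C, then compound for 1 h at 37 °C. Luminescence was read after 15 min at room temperature.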
DRD3 agonist: qHTS of D3 Dopamine Receptor Agonist: qHTS; AID 652048, 2013; max activation, %; hit rate 0.58% among 410,000; D(3) dopamine receptor (Homo sapiens), P35462; D3R DiscoveRx beta-arrestin cells, luminescence, 90 min; in the data active = max activation above about 30%; note: 0% is about no effect; mostly tested at two doses, the higher about 12 µM
Target sequence (P35462 whole entry, looked up): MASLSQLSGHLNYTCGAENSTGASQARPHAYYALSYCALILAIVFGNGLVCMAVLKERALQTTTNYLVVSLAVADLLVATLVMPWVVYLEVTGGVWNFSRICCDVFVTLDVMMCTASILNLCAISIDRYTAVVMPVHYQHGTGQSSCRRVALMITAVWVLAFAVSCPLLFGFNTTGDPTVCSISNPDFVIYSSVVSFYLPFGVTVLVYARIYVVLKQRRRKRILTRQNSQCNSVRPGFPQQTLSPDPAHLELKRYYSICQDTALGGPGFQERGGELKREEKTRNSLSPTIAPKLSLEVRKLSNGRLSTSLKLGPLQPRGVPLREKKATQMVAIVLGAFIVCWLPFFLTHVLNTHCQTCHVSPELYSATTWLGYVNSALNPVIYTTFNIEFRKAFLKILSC
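Agonist-mode cell screen: cells plated at 1500/well and incubated overnight at 37 °C, then exposed to library compounds for 90 min at 37 °C. Detection reagent was added for 30–60 min at room temperature, and luminescence was read.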
Numbers without * were called inactive; i = inactive; u = inconclusive; [ ] = remark or other dose.

SMILES | PTHR1 ag | DRD3 agonist
Cc1ccc(C(=O)c2oc3ccccc3c2NC(=O)C(C)Oc2ccccc2Cl)cc1 (stereo unspecified) | 19% | 2
CC(C)c1ccc(Cc2cnc(NC(=O)c3ccc4c(c3)CC(c3ccccc3)OC4=O)s2)cc1 (stereo unspecified) | i | 17
COc1ccc(Cn2c(CNS(=O)(=O)c3ccc(C)c(C)c3)nc3cccnc32)cc1 | -44%[inhibitor] | -9
Cc1ccc(NC(=O)c2cc3c(=O)n(Cc4cccnc4)ccc3nc2C)cc1F | -48%[inhibitor] | 0
CCCNS(=O)(=O)c1cc(-c2nn3c(C)nnc3c3ccccc23)ccc1C | -15% | -5
CCN(CC)CCCNC(=O)c1nn(C)c2c1CS(=O)(=O)c1ccccc1-2 | i | -10
CCCn1c(=O)sc2cc(NC(=O)COc3ccc(Cl)cc3)ccc21 | -28% | 3
CCc1ccc(NS(=O)(=O)c2ccc(C(=O)N(C)C)s2)cc1 | -9% | -14
COCCCNC(=O)C1CCCN(C(=O)c2cnn(-c3ccc(F)cc3)c2-n2cccc2)C1 (stereo unspecified) | -3% | -1
Cc1ccc2c(CC(=O)NCc3ccccc3)coc2c1C | -21% | -19
COCCCn1c(=N)c(C(=O)NCc2ccco2)cc2c(=O)n3cccc(C)c3nc21 | i | 4
COc1ccc(-c2nc(CN3CCC(C(=O)NCCN(CC(C)C)CC(C)C)CC3)c(C)o2)cc1OC | u | -6
O=c1c2c(-c3ccc(Cl)cc3)ccnc2[nH]n1-c1ccccc1 | -5% | -9
CC1=C(C(=O)Nc2ccc(Cl)cc2)C(c2ccc(C(F)(F)F)cc2)n2nnnc2N1 (stereo unspecified) | -12% | -10
Cc1ccc(CNC(=O)Cn2nc(N3CCN(c4ccccc4)CC3)ccc2=O)cc1 | i | 2
CCOc1ccc(N(C(=O)Cn2nnc3ccccc32)C(C(=O)NCc2ccccc2)c2ccc(OC)cc2)cc1 (stereo unspecified) | u | 7
CC1CCN(C(=O)c2cc(-c3ccc(Br)cc3)on2)CC1 | -59%[inhibitor] | -5
CCn1cc2nc(SCc3ccc(C)cc3)n(CCc3ccccc3)c(=O)c2n1 | -4% | 2
O=C(NCc1ccc2c(c1)CCN2C(=O)c1ccncc1)c1ccccc1F | i | -12
COc1ccc(/C=C/C(=O)Nc2nc3n(n2)C(c2ccccc2)C=C(c2ccccc2)N3)cc1 (stereo unspecified) | u | -24
COc1ccc(OC)c(CCNC(=O)c2cnn(-c3ccccc3)c2C2CCN(C(=O)OC(C)(C)C)CC2)c1 | i | -3
Cc1ccc(NS(=O)(=O)c2ccc3c(c2)C(C(C)C)C(=O)N3)cc1C (stereo unspecified) | -3% | 4
CCC1CN(C(=O)C2CCN(S(=O)(=O)c3c(C)noc3/C=C/c3ccccc3F)CC2)c2cc(Cl)ccc2O1 (stereo unspecified) | -23% | 7
COc1ccc(C2=C(C)C(=O)N(Cc3ccc(C(=O)Nc4cccc(F)c4)cc3)S2(=O)=O)cc1 | -51%[inhibitor] | -29
CCC1CCCCN1C(=O)CSc1n[nH]c(-c2ccccc2Cl)n1 (stereo unspecified) | -69%[inhibitor] | -7
CCN(CC)c1ccc(NC(=O)c2cc(C)nc3c2c(C)nn3-c2cccc(F)c2)c(C)c1 | -8% | 5
CCCCOc1ccc(C(=O)Nc2ccc3oc(-c4cccnc4)nc3c2)cc1 | -17% | 1
CCOc1ccc(CNCc2c(C(=O)O)c(C)n(Cc3ccc(C)cc3)c2C)cc1 | i | -9
CCCCN(C)CCNC(=O)c1cc(=O)[nH]c2ccc(S(=O)(=O)N3CCCCCC3)cc12 | i | -2
Cc1oc(C)c2c(=O)cc(-c3ccc4c(c3)OCO4)cc(OC(=O)c3ccccc3Br)c12 | -12% | 8

The closing 5 records of the section before lead into the next.
SMILES | PTHR1 ag | DRD3 agonist
CCN(CC)c1ccc(NC(=O)c2cc(C)nc3c2c(C)nn3-c2cccc(F)c2)c(C)c1 | -8% | 5
CCCCOc1ccc(C(=O)Nc2ccc3oc(-c4cccnc4)nc3c2)cc1 | -17% | 1
CCOc1ccc(CNCc2c(C(=O)O)c(C)n(Cc3ccc(C)cc3)c2C)cc1 | i | -9
CCCCN(C)CCNC(=O)c1cc(=O)[nH]c2ccc(S(=O)(=O)N3CCCCCC3)cc12 | i | -2
Cc1oc(C)c2c(=O)cc(-c3ccc4c(c3)OCO4)cc(OC(=O)c3ccccc3Br)c12 | -12% | 8
Cc1ccc(NC(=O)c2ccc(NC(=O)N3CCSc4ncccc43)cc2)c(C)c1 | -16% | -2
Cc1cccc(-c2nc(CSc3nncn4c3cc3oc(C)cc34)c(C)o2)c1 | 28% | -2
CCn1c(=O)c2cc(C(=O)Nc3cc(C)c(Cl)cc3OC)sc2c2ccccc21 | i | 4
Cc1ccc(Cl)cc1N1CCN(C(=O)c2cccn2-c2nnc(N3CCCC3)s2)CC1 | -22% | -17
CN(C(=O)c1cc2c(Cl)nc3ccccc3c2s1)c1cccc(C(F)(F)F)c1 | i | 5
CC(C)(C)OC(=O)N1CCC(c2c(C(=O)N3CCN(C(=O)c4ccco4)CC3)cnn2-c2ccccc2)CC1 | -4% | 8
COc1cc(OC)c(NC(=O)Nc2nnc(N(C)C3CCCCC3)s2)cc1Cl | i | 1
Cc1nn(-c2ccccc2)c(OC(=O)c2cccc(Br)c2)c1S(=O)(=O)c1ccccc1 | -95%[inhibitor] | 8
Cc1ccc(NC(=O)c2c(C)oc3ccc(O)c(CN4CCN(Cc5ccccc5)CC4)c23)cc1 | i | -12
CCCNC(=O)C1CCC(Cn2c(=O)c3sccc3n(CC(=O)N3CCCC3)c2=O)CC1 (stereo unspecified) | 2% | 0
COC(=O)c1ccc(NC(=O)CSc2nccn2Cc2ccc(Cl)cc2)cc1 | -28% | -13
Cc1ccc2c(CC(=O)Nc3nnc(C(C)C)s3)coc2c1C | i | -15
O=C(c1ccccc1)N1CCC(c2nc3ccccc3o2)CC1 | -24% | -1
COc1ccc(-n2c(=O)c3ccc(C(=O)NCc4ccc(C)cc4)cc3n(Cc3ccc(C)cc3)c2=O)cc1 | i | 1
O=c1cc2nc(-c3ccccc3)nc(SCc3cccc(Br)c3)n2[nH]1 | i | 15
O=C(Nc1ccc(Br)cc1)c1cc(S(=O)(=O)N2CCc3ccccc32)ccc1F | i | -4
COc1ccc(OCC(=O)NC2CC(=O)N(c3ccc4c(c3)OCCO4)C2)cc1 (stereo unspecified) | -20% | 8
Fc1ccc(C(Nc2ccc(Cl)c(C(F)(F)F)c2)c2nnc(-c3ccccc3)o2)cc1 (stereo unspecified) | -28% | 2
COc1ccc(C(=O)Nc2nc3n(n2)C(c2ccc(F)cc2)C=C(c2ccc(Cl)cc2)N3)cc1 (stereo unspecified) | -9% | -8
Cc1ccc(CCNC(=O)c2cc(-c3ccc(Cl)cc3)n[nH]2)cc1 | 4% | -6
Cc1nc(N2CCOCC2)c2c(C(=O)N3CCN(c4cccc(C)c4C)CC3)c(C)oc2n1 | -30% | -12
CSc1nc(-c2ccccc2Cl)nc2c1Cc1c(CO)cnc(C)c1O2 | -13% | -2
O=C(O)CCc1ccc(-c2ccccc2)n1-c1cccc(Br)c1 | i | -1
Cc1cccc(C(=O)Nc2nc3nc(-c4ccccc4)cc(=O)n3[nH]2)c1 | u | 6
COc1cccc(NC(=O)CSc2nnc(COc3ccc(Cl)cc3)o2)c1 | -17% | -4
COc1cccc(NC(=O)c2cn(C3CCCCC3)c(=O)c3c2c2ccccc2n3C)c1 | -20% | 8
Cc1cccn2c(=O)c(C(=O)NCCc3ccc(Cl)cc3)cnc12 | -62%[inhibitor] | -4
CC1CCCN(S(=O)(=O)c2ccc(NC(=O)c3nc(SC(C)C)ncc3Cl)cc2)C1 (stereo unspecified) | i | -8
CCOc1ccccc1NC(=O)Cn1c(=O)n(CCC(=O)NCc2ccc3c(c2)OCO3)c(=O)c2ccccc21 | 2% | 13
CCOc1ccc(NC(=O)Cn2ccn3nc(-c4ccc(OC)c(OC)c4)cc3c2=O)cc1 | -10% | -8

Five consecutive entries already listed, for reference:
SMILES | PTHR1 ag | DRD3 agonist
Cc1ccc(NC(=O)c2c(C)oc3ccc(O)c(CN4CCN(Cc5ccccc5)CC4)c23)cc1 | i | -12
CCCNC(=O)C1CCC(Cn2c(=O)c3sccc3n(CC(=O)N3CCCC3)c2=O)CC1 (stereo unspecified) | 2% | 0
COC(=O)c1ccc(NC(=O)CSc2nccn2Cc2ccc(Cl)cc2)cc1 | -28% | -13
Cc1ccc2c(CC(=O)Nc3nnc(C(C)C)s3)coc2c1C | i | -15
O=C(c1ccccc1)N1CCC(c2nc3ccccc3o2)CC1 | -24% | -1

Continued.
SMILES | PTHR1 ag | DRD3 agonist
Cc1c(Cl)cccc1NC(=O)Cn1c(=O)nc(-c2ccccc2)c2ccccc21 | -42%[inhibitor] | 2
COc1ccc(CCNC(=O)c2nc(SCc3ccccc3F)ncc2Cl)cc1OC | -34%[inhibitor] | -12
Cc1ccc(CNC(=O)CCCn2c(=O)c3ccccc3n(Cc3ccc(Cl)cc3)c2=O)cc1 | -15% | 1
CCOc1ccc(C2c3c(oc4ccc(C)cc4c3=O)C(=O)N2CCCN(C)C)cc1OC (stereo unspecified) | u | -29
CC1CCN(C(=O)CSc2nc(-c3ccc(C(C)C)cc3)no2)CC1 | -41%[inhibitor] | 10
CCn1cc2nc(SCc3cccc(C(F)(F)F)c3)n(Cc3ccc(C)cc3)c(=O)c2n1 | i | 1
CCOc1ccccc1-n1c(N)c(C(=O)OC)c2nc3ccccc3nc21 | 2% | 4
CC(C)c1nc2ccc(C(=O)NC(C)c3ccccc3)cc2o1 (stereo unspecified) | -3% | -18
Cc1ccc(CNC(=O)c2c(Nc3ccccc3C)sc(C(=O)c3ccc(F)cc3)c2N)cc1 | -50%[inhibitor] | 0
O=C(NC1CC(=O)N(c2ccccc2)C1)C1CCCCC1 (stereo unspecified) | -39%[inhibitor] | -8
CCn1c(C)c(C2N3CC4(C)CN2CC(CC)(C3)C4=O)c2ccccc21 (stereo unspecified) | 8% | 3
CCOc1ccc(CCNC(=O)c2sc3ncccc3c2-n2c(C)ccc2C)cc1 | -45%[inhibitor] | -16
CC(C)(C)OC(=O)N1CCC(c2c(C(=O)Nc3ccc4c(c3)OCCO4)cnn2-c2ccc(Cl)cc2)CC1 | i | -5
CCOC(=O)c1ccc(NC(=O)CSc2nnc(-c3ccncc3)n2-c2ccccc2)cc1 | 13% | 0
COc1ccc(OC)c2sc(N3CCN(C(=O)C4COc5ccccc5O4)CC3)nc12 (stereo unspecified) | i | -2
Cc1nc2nc(SCC(=O)NC3CCCCC3)nn2c(C)c1Cc1ccccc1Cl | i | -3
Cc1ccc(-n2c(=O)c3c(C)c(C(=O)N(C)C)sc3n(Cc3ccccc3C)c2=O)cc1C | -2% | 0
CCc1ccc(OCC(=O)N(Cc2ccc(C(C)C)cc2)C2CCS(=O)(=O)C2)cc1 (stereo unspecified) | -14% | 7
Cc1ccc(-c2nc(CCNC(=O)C(=O)Nc3ccc(C)c(Cl)c3)cs2)cc1 | i | 3
CCOC(=O)Cn1c(=O)n(-c2ccc(Cl)cc2)c2nc(-c3ccc(Cl)cc3)nc(C(N)=O)c21 | 29% | -8
COCCNC(=O)c1nn(-c2ccc(C)cc2)c(=O)n(C)c1=O | i | -6
CCOC(=O)c1cc(-c2ccccc2)n(CC(=O)NCc2ccc(C)cc2)c1C | -7% | 7
CC(=O)c1cccc(NC(=O)Cc2noc3ccccc23)c1 | 4% | -15
COc1ccc(CCNC(=O)c2ccc3c(c2)nc2n3CCCCC2)cc1OC | -42%[inhibitor] | -14
COC(=O)c1c(SCC(=O)Nc2ccccc2C(F)(F)F)[nH]c2ccc(Cl)cc2c1=O | -25% | 1
CCN(CCCNC(=O)CN1N=C(c2ccccc2)CCC1=O)c1ccccc1 | -28% | -22
Cn1cc(S(=O)(=O)N2CCOCC2)cc1C(=O)Nc1ccc(Cl)c(C(F)(F)F)c1 | -14% | 1
COc1cccc(C(=O)Nc2cccc(NC(=O)c3ccc(Cl)cc3Cl)c2)c1 | -14% | 4
CCC1=C(c2ccc(C)cc2)S(=O)(=O)N=C1N1CCC(C(=O)NCc2ccc(N(C)C)cc2)CC1 | -43%[inhibitor] | -15
CCOc1ccccc1CNC(=O)c1cc2cc(S(=O)(=O)N3CCCCC3)ccc2n1C | -22% | 5
CCOC(=O)N1CCC2(CC1)OC(=O)C(C)=C2C(=O)NCc1ccccc1OC | i | 4
CCCSc1ncc(Cl)c(C(=O)Nc2nc3ccc(C)cc3s2)n1 | 1% | 3
Cc1c(-c2ccc(Br)cc2)c(=O)oc2ccc(OC(=O)N3CCOCC3)cc12 | -35%[inhibitor] | 3

Quoted from the listing:
CCCCOc1ccc(C(=O)Nc2ccc3oc(-c4cccnc4)nc3c2)cc1 @ PTHR1 ag: -17%
CSc1nc(-c2ccccc2Cl)nc2c1Cc1c(CO)cnc(C)c1O2 @ PTHR1 ag: -13%

The list is partial, so the mix of outcomes need not match the whole.
